# FID counter: fluorescent intercalator displacement, NS3 helicase counter-screen | DNA fluorescent intercalator displacement, fluorescence | inhibition, % at 7.9 µM | 0.17% of 290,000 active | AID 1845; in the data active means inhibition above about 37%;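 further: 0% = vehicle and 100% = reference compound; higher means more ethidium bromide displaced from hairpin DNA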
# MEKK3 PB1 HTS: modulators (inhibitors or enhancers) of MEK5 binding to human MEKK3 PB1 domain; Q99759; bead-based flow cytometry, Alexa488-MEK5 binding to MEKK3; actives lie on both sides; 0 = blocked by unlabeled MEK5, 100 = vehicle; binding response (% of control), % at 10 µM; 1.4% of 290,000 active; AID 1529;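 active means binding response more than 3 SD above or below the average of its plate-row segment, actives on both sides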;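 further: Alexa488 bead fluorescence after subtracting the streptavidin-only scavenger bead signal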
# Target sequence (Q99759 whole entry, looked up, the tested form may be a part): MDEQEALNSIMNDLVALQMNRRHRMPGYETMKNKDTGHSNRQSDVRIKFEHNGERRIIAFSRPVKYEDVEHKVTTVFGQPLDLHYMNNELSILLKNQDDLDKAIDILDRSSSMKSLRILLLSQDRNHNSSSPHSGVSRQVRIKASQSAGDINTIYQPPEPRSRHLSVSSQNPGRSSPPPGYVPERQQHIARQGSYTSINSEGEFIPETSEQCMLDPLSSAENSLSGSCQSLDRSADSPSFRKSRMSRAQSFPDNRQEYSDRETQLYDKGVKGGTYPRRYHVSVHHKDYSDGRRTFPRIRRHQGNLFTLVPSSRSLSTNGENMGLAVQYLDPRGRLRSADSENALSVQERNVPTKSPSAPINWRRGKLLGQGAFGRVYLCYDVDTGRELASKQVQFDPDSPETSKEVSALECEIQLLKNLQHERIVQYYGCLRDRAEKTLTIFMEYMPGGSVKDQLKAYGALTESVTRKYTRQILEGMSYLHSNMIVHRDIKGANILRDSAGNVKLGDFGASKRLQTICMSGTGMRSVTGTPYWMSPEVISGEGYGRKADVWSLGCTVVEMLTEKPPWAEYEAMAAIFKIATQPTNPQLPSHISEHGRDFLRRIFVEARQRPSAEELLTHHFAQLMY
# MEKK2wt PB1 HTS: raises or lowers MEK5 binding to wildtype human MEKK2 PB1 domain. Q9Y2U5. bead flow cytometry, Alexa488-MEK5 binding to MEKK2 WT; actives lie on both sides. binding response (% of control), % at 10 µM. 1.1% of 290,000 active. AID 1531; in the data active means binding response below about 67% or above about 130%
# NALP1 inh: blocks the NALP1 inflammasome reconstituted in yeast | S. cerevisiae NALP1/ASC/caspase-1 growth, X-gal OD620, 72 h | inhibition, % at 10 µM | 0.61% of 280,000 active | AID 2071; in the data active means inhibition mostly above about 24%, no sharp cut-off; inactive means mostly below about 32%; further: some compounds called inactive have numbers as strong as hits
# GPR7 antagonist: blocks human GPR7 receptor signaling. GPR7-expressing cells, fluorescence antagonist assay. inhibition, % at 4.4 µM. P48145. AID 1861. 1.1% of 290,000 active; in the data active means inhibition above about 16%, passing the limit was not always enough;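 further: cells stimulated with the agonist NPW; 0% = agonist with vehicle and 100% = vehicle without agonist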
# PHOSPHO1 block: inhibitors of human PHOSPHO1 phosphatase. Q8TCT1. recombinant PHOSPHO1, absorbance phosphatase assay. inhibition, % at 13.3 µM. 1.1% of 290,000 active; in the data active means inhibition above about 60%
# OXTR ag: activates the human oxytocin receptor; CHO-OTR cells, Fluo-8 calcium fluorescence; normalized: DMSO 0%, oxytocin 100%; activation, % at 3 µM; 0.32% of 320,000 active; AID 2435;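 active means activation above the mean of all tested compounds plus 3 SD, cutoff set per screening run, cut at about 20% in these data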;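 further: peak over basal fluorescence ratio from a 100 s FLIPR kinetic read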
# Target sequence (P30559 whole entry, looked up): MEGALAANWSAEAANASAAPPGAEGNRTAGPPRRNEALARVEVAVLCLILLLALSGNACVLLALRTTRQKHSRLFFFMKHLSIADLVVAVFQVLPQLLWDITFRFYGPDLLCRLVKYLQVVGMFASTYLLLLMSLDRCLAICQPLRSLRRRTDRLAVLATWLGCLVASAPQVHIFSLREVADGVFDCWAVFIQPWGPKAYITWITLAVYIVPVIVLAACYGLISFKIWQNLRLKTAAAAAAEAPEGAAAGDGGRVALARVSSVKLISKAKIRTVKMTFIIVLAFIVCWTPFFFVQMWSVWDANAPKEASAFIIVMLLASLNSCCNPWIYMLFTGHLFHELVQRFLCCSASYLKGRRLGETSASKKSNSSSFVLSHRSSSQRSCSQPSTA
# MEKK2mut PB1 HTS: signal of MEK5 binding to mutant human MEKK2 PB1 domain; bead flow cytometry, Alexa488-MEK5 binding to MEKK2 mutant; percent response, % at 10 µM; 0.35% of 290,000 active; in the data active means percent response above about 24%, passing the limit was not always enough; further: inactives centre near 1; some results filed as inactive read as strong as hits; reference of the scale not given here
# PfM18AAP inh: blocks P. falciparum M18 aspartyl aminopeptidase. AID 1822. inhibition, % at 7.35 µM. 1.2% of 290,000 active. recombinant PfM18AAP, H-Glu-NHMec fluorogenic cleavage;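 active means inhibition above the campaign mean inhibition over all tested compounds plus 3 SD, cut at about 28% in these data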;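 further: 0% = plate median of test compound wells and 100% = 2 mM ZnCl2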
# An asterisk follows results filed as active; · = no result given; [ ] = another dose, or the depositor's remark.
item	SMILES	FID counter	MEKK3 PB1 HTS	MEKK2wt PB1 HTS	NALP1 inh	GPR7 antagonist	PHOSPHO1 block	OXTR ag	MEKK2mut PB1 HTS	PfM18AAP inh
1	Cc1ccc(C(C)NC(=S)NC2CCCCC2)cc1C (stereo unspecified)	-25	103	102	10	-12	33	·	-5	-2
2	O=c1c(/C=N/O)coc2ccc(Cl)cc12	-3	48*[inhibitor]	55	·	3	37	0.2	-7	8
3	CCN(CCO)C1CC(=O)N(c2ccccc2C)C1=O (stereo unspecified)	-18	99	96	·	-11	54	1.9	-1	-35
4	Cc1cc(C)c(NC(=O)CC(C)(C)C)c(Cl)c1	-1	102	100	11	-4	21	-1.4	-1	-3
5	O=C(CP(=O)(c1ccccc1)c1ccccc1)Nc1nc2ccc(Cl)cc2s1	-29	101	96	·	-13	27	0.6	3	-5
6	CNC(=O)/C(C#N)=C/c1c(N2CCCCCC2)nc2c(C)cccn2c1=O	-24	106	105	-6	-8	20	-1.2	7	-1
7	CC1CN(C(=O)COC(=O)c2c(Cl)cccc2Cl)CC(C)O1 (stereo unspecified)	-10	95	86	17	-10	44	1.0	-11	0
8	COCCN(C(=O)Nc1ccc(OC)cc1)c1nc2ccccc2s1	-15	104	101	12	2	·	0.2	0	5
9	COc1ccc(C(=O)/C=C/c2cc(OC)c(O)c(OC)c2)c(F)c1	-27	106	101	11	4	3	19	0	20
10	COc1ccccc1N1CCN(C(=O)c2cccc(C(=O)N3CCN(c4ccccc4OC)CC3)c2)CC1	-50	105	104	17	-14	34	2.4	3	3
11	COC(=O)[C@@H](NC(=O)c1ccccc1)[C@@H](C)O	0	97	99	16	5	-2	0.6	-10	-2
12	O=C(CN1CCN(Cc2ccc(Cl)cc2)CC1)N/N=C/c1cccc(F)c1	-2	97	100	13	-1	8	3.5	-1	0
13	Cc1cccc(C(=O)N2CCCC(N3CCN(c4cccc(Cl)c4)CC3)C2)n1 (stereo unspecified)	-20	104	113	13	-8	18	0.1	7	-4
14	CC(O)CN(C)CC/C=C1/c2ccccc2CSc2ccccc21 (stereo unspecified)	19	98	94	21	22*	1	4.4	4	-2
15	COc1ccc(CN2CCNC(=O)C2CC(=O)N(C)Cc2cc(C)no2)cc1OC (stereo unspecified)	-7	100	102	-6	-10	37	·	3	9
16	O=C(O)CCn1cc(/C=C2\NC(=S)N(c3ccccc3)C2=O)c(-c2ccc(Br)cc2)n1	-20	99	97	-34	-9	8	-0.2	-2	3
17	O=C(CC(C(=O)O)c1ccc(F)cc1)c1ccc(Cl)cc1 (stereo unspecified)	-18	104	104	26	5	29	0.5	1	-2
18	Cc1cccc(NC(=O)C2C3CCCCC32)c1 (stereo unspecified)	-4	103	102	8	-17	14	·	4	-15
19	CC(c1ccccc1)N1C(=O)c2ccccc2C1(O)Cc1ccccc1 (stereo unspecified)	-27	105	95	-8	-3	20	0.0	-1	1
20	Cc1ccc(C(=O)NC2CCCCCC2)cc1S(=O)(=O)N1CCOCC1	-35	99	99	7	-5	-2	-0.8	-5	-6
21	C/C(=N\NC(=O)c1c[nH]c2ccccc12)c1ccco1	-5	96	102	46	-7	-2	-1.3	0	-62
22	CCN(Cc1ccc(OC)c(F)c1)C(=O)CCl	1	84	84	11	-8	34	0.3	-16	-6
23	O=[N+]([O-])c1c(Nc2ccccn2)cc(Cl)c2nonc12	8	98	94	·	-5	18	1.3	-1	7
24	CC(C)c1nc2ccccc2n1CC(O)COC1CCCCC1 (stereo unspecified)	-22	115	105	13	5	16	-1.1	-2	-3
25	O=C(NCc1cccc(Cl)c1)c1ccc2c(c1)SC1=NS(=O)(=O)CCN12	-8	97	99	-16	-3	29	0.1	-1	14
26	Cc1ccc(C)n1-c1ccncc1	-3	103	101	9	-2	6	0.3	9	1
27	CC(=NCc1ccncc1)C1=C(O)c2ccccc2C1=O	2	99	100	12	-5	64*	·	0	7
28	CCC(C)Nc1nc(-c2cccc(OC)c2O)nc2ccccc12 (stereo unspecified)	-1	102	102	15	-22	-3	-1.9	-2	-2
29	CC12CCC(=O)N1C(C(=O)NCCc1ccccc1)CS2 (stereo unspecified)	-4	98	99	-3	-12	10	·	-2	-2
30	COCCN(C(=O)c1ccccc1)c1nnc(-c2cccnc2)s1	-17	99	101	-35	-9	11	1.4	4	-2

# In the list so far, these contain fluorine.
item	SMILES	FID counter	MEKK3 PB1 HTS	MEKK2wt PB1 HTS	NALP1 inh	GPR7 antagonist	PHOSPHO1 block	OXTR ag	MEKK2mut PB1 HTS	PfM18AAP inh
9	COc1ccc(C(=O)/C=C/c2cc(OC)c(O)c(OC)c2)c(F)c1	-27	106	101	11	4	3	19	0	20
12	O=C(CN1CCN(Cc2ccc(Cl)cc2)CC1)N/N=C/c1cccc(F)c1	-2	97	100	13	-1	8	3.5	-1	0
17	O=C(CC(C(=O)O)c1ccc(F)cc1)c1ccc(Cl)cc1 (stereo unspecified)	-18	104	104	26	5	29	0.5	1	-2
22	CCN(Cc1ccc(OC)c(F)c1)C(=O)CCl	1	84	84	11	-8	34	0.3	-16	-6

# Whole records, looked up by structure. Order of values: FID counter, MEKK3 PB1 HTS, MEKK2wt PB1 HTS, NALP1 inh, GPR7 antagonist, PHOSPHO1 block, OXTR ag, MEKK2mut PB1 HTS, PfM18AAP inh
# CC(c1ccccc1)N1C(=O)c2ccccc2C1(O)Cc1ccccc1 (stereo unspecified) in the list: -27, 105, 95, -8, -3, 20, 0.0, -1, 1
# COc1ccccc1N1CCN(C(=O)c2cccc(C(=O)N3CCN(c4ccccc4OC)CC3)c2)CC1 in the list: -50, 105, 104, 17, -14, 34, 2.4, 3, 3

# Later entries.
item	SMILES	FID counter	MEKK3 PB1 HTS	MEKK2wt PB1 HTS	NALP1 inh	GPR7 antagonist	PHOSPHO1 block	OXTR ag	MEKK2mut PB1 HTS	PfM18AAP inh
31	Cc1ccc(C)c(CSC2=NCCN2C(=O)c2cccs2)c1	-7	105	95	-3	-1	11	-2.1	1	-10
32	COc1cccc(CNC(=O)c2nnn(CC(=O)Nc3ccc(Br)cc3)c2N)c1	-19	102	101	15	11	43	2.9	1	2
33	CC(C)CN(CC(C)C)S(=O)(=O)N1CCC(C(=O)NCc2ccccn2)CC1	-34	99	96	4	10	52	-1.0	0	-5
34	COC(=O)c1cc(=O)n(Cc2ccc3c(c2)OCO3)c(=Nc2ccc(F)c(Cl)c2)s1	1	100	97	3	-4	-4	-0.5	4	-1
35	O=C(OCc1nnc(-c2ccccc2)o1)C12CC3CC(CC(Br)(C3)C1)C2	-34	104	98	2	13	37	·	-2	-4
36	CC(=O)NC1(C(Cl)(Cl)Cl)Oc2ccccc2O1	-2	100	105	-11	-2	8	0.6	3	-7
37	O=C(O)CCCC(=O)N1CCN(c2cccc(Cl)c2)CC1	-6	106	105	3	-2	14	0.9	4	-1
38	CCN(C(=O)CSc1nnnn1-c1ccccc1)c1c(N)n(Cc2ccccc2)c(=O)[nH]c1=O	-20	67*[inhibitor]	99	16	-5	0	0.6	0	3
39	Cc1ccc(CNC(=O)/C=C/c2c(Cl)cccc2Cl)cc1	2	102	105	32	-8	-16	-1.3	1	-9
40	O=C(Cn1nc(C(=O)O)c2ccccc2c1=O)Nc1ccc(F)cc1	0	100	99	-16	-6	9	0.4	-4	-1
41	O=C(c1ccco1)N1CCN(C(=O)C2c3ccccc3Oc3ccccc32)CC1	-9	103	104	13	-8	4	-0.3	3	3
42	CC(/C=N/NC(=O)c1c(Br)cnn1C)=C\c1ccccc1	-14	99	95	55	2	12	1.4	-2	-3
43	Cc1cc(-c2nnc(-c3ccccc3)c(-c3ccccc3)n2)c(C)o1	-8	99	90	-1	1	13	-0.8	-5	-4
44	Cc1nc(N2CCN(Cc3ccccc3)CC2)nc2c1C(=O)CC(C)C2 (stereo unspecified)	-12	99	99	4	-10	-8	-2.1	-4	5
45	Cc1cc2c([nH]c3ccccc32)c2c1OC(C)(C)C=C2	·	103	104	2	·	27	0.3	3	·
46	COc1cccc(N=Nc2c(N)[nH]n3c(=O)c4c(nc23)CCCC4)c1	-1	87	72	-10	-2	45	-2.3	-14	3
47	O=C(CCC(=O)Nc1ccc(Br)cc1)N/N=C/c1cc([N+](=O)[O-])ccc1O	0	109	82	4	-15	0	0.2	-22	0
48	CN(C)C(CNC(=O)C1CCN(C(=O)/C=C/c2ccccc2)CC1)c1ccccc1 (stereo unspecified)	4	103	114	21	-6	28	1.3	1	-2
49	CC(C)OCCCNC(=O)C1CCN(S(=O)(=O)c2ccc3nc4c(c(C(=O)O)c3c2)CCCCC4)CC1	-46	101	102	10	-15	-28	-0.3	1	2
50	CCOCCCNS(=O)(=O)c1ccc(NC(=O)Cc2c(F)cccc2Cl)cc1	-14	99	100	-6	-12	35	0.8	1	2
51	Cc1ccc(NC(=O)c2sc(C)nc2C)c(C)c1	-6	101	101	32	-3	14	0.2	-3	0
52	CCOc1ccccc1NC(=O)C(NCCc1ccc(OC)cc1)c1ccccc1 (stereo unspecified)	-16	99	95	13	-9	-138	·	-5	0
53	Cc1cc(NC2CCCC2)n2ncc(-c3ccccc3)c2n1	-17	106	103	30	-12	24	-1.6	5	-3
54	Cc1ccccc1NC(=O)C(=O)NCc1ccccn1	0	81	88	35	-5	-24	1.8	-9	3
55	C/C(=N\NC(=O)C(C)Sc1ccccc1)c1ccc([N+](=O)[O-])cc1 (stereo unspecified)	-8	104	102	10	7	·	-0.9	6	-1
56	CCOC(=O)c1cc2[nH]c3ccccc3c2[n+](-c2ccc([N+](=O)[O-])cc2)c1N	21	99	99	26	0	-12	-0.6	1	-8
57	O=C(Nc1cccnc1)c1ccc(Cl)c(S(=O)(=O)N2CCCCCC2)c1	-21	105	102	10	1	-47	4.1	5	-10
58	CCN1CC(CNC(=O)c2ccc3nc(Cc4cccc(Cl)c4)oc3c2)CC1=O (stereo unspecified)	-45	101	100	3	-14	-37	1.4	0	0
59	CCC(=O)N1c2ccc(S(=O)(=O)CCC(=O)NC3CCCC3)cc2CC1C (stereo unspecified)	-5	·	·	12	-7	0	0.2	·	11
60	NS(=O)(=O)c1ccc(CCNC(=O)CSc2ccccc2)cc1	0	103	105	22	1	-1	1.4	4	2
61	C/C(=N\N1CCN(C)CC1)c1ccc(Cl)c(Cl)c1	0	90	94	2	-9	42	0.6	-7	-4
62	Fc1cc(F)c2nc(N3CCCC3)sc2c1	-9	102	89	13	-3	3	-1.5	-8	-3

# Just MEKK2mut PB1 HTS, for four of the compounds above:
no.	Compound	MEKK2mut PB1 HTS
14	CC(O)CN(C)CC/C=C1/c2ccccc2CSc2ccccc21 (stereo unspecified)	4
15	COc1ccc(CN2CCNC(=O)C2CC(=O)N(C)Cc2cc(C)no2)cc1OC (stereo unspecified)	3
16	O=C(O)CCn1cc(/C=C2\NC(=S)N(c3ccccc3)C2=O)c(-c2ccc(Br)cc2)n1	-2
17	O=C(CC(C(=O)O)c1ccc(F)cc1)c1ccc(Cl)cc1 (stereo unspecified)	1

# Rows were taken by chance. About 6.2% of those tested had a hit in this group.
